Statin myotox sup – suppressors of simvastatin-induced myotoxicity in C2C12 myotubes. ATP luminescence, 48 h; scaled: DMSO 0, geranylgeraniol control 100. rescue of ATP level, % at 7.49 µM. 0.78% of 330,000 active;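 active = mean ATP rescue above about 67%, or every replicate alone reaching that limit, limit read from the data, passing the limit was not always enough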;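 also: myotubes were challenged with 10 µM simvastatin during compound exposure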
esBAF inh – inhibitors of esBAF chromatin remodeling in mouse ES cells; Bmi1-luciferase knock-in reporter, 24 h; 100% = twice the neutral-well signal; reporter increase, % at 12.5 µM; 2% of 350,000 active; in the data active = activation above about 40%;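 also: 0% = median of the plate's neutral control wells and 100% = double that signal; a rise in the Bmi1 reporter signal indicates esBAF inhibition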
CASP6 VEID inh – inhibitors of human caspase-6; P55212; purified caspase-6, Z-VEID-R110 cleavage fluorescence; inhibition, % at 12.5 µM; 0.53% of 350,000 active; AID 686996;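 active = mean inhibition across replicates at least about 35%, with every replicate also reaching that limit, limit read from the data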;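 also: 0% = median of neutral control wells and 100% = no fluorescence left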
Target sequence (P55212 24-179 limits assumed): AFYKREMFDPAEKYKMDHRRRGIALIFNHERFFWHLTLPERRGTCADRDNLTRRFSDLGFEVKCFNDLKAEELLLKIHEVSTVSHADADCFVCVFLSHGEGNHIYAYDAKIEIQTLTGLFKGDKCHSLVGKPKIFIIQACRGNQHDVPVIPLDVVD
Target sequence (P55212 194-293 limits assumed): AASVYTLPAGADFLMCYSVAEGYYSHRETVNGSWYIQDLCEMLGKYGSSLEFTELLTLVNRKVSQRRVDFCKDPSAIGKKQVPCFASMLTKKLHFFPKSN
LGR2 inh – inhibitors of bursicon-induced Drosophila LGR2 receptor cAMP signaling; HEK293 LGR2, CRE-luciferase, bursicon-stimulated, 4 h; inhibition, % at 9.99 µM; 0.35% of 380,000 active;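 active = drop in luminescence signal, shown as inhibition above about 50% in the replicate tests, limit read from the data, passing the limit was not always enough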;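 also: agonist challenge used bursicon conditioned medium at about half maximal strength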
SIRT5 block – sirtuin-5 (human) deacylase inhibition; Q9NXA8; Purified SirT5, succinyl-peptide AMC, trypsin-coupled fluorescence; inhibition, % at 15 µM; 1.1% of 330,000 active; in the data active = inhibition above about 15%
Target sequence (Q9NXA8 whole entry, looked up): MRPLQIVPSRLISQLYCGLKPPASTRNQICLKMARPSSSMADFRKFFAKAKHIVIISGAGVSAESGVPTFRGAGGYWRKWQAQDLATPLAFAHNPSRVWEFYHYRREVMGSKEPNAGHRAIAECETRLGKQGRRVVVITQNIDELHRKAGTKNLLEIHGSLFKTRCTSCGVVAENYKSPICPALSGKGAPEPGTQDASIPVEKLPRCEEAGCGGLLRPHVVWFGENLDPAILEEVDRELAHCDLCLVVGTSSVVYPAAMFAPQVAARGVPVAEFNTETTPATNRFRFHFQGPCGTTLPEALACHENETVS
S100A4 MyoIIA – inhibitors of human S100A4 binding to myosin IIA peptide; P26447; S100A4/TAMRA-MyoIIA peptide fluorescence polarization; inhibition, % at 10.7 µM; 0.14% of 360,000 active;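 active = mean inhibition of at least 70% across replicates, with every replicate also reaching that level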
Target sequence (P26447 whole entry, looked up): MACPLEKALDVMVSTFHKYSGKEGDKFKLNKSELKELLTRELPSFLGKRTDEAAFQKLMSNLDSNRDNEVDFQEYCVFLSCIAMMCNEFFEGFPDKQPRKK
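Material: S100A4 monomer protein | Medium: HEPES pH 7.2 with CaCl2, KCl, NaCl, DTT, Triton | Reagent: Labelled myosin peptide probe, 5 nM | Doses: One dose per compound | Times: 5 min incubation before reading | Benchmarks: Neutral control DMSO, positive control TFP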
FN deposit inh – fibronectin deposition inhibition | AH1F fibroblasts, Alexa488-fibronectin deposition fluorescence, overnight | inhibition, % at 12.6 µM | 0.086% of 350,000 active | AID 743247;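 active = mean inhibition across replicates of 30% or more, regardless of how many single replicates reach that level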;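 also: positive control wells lacked labelled fibronectin entirely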
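Material: AH1F fibroblast monolayer depositing Alexa488-labelled fibronectin into matrix / Amount: 10000 AH1F cells per well / Signal: fluorescence 485/525 nm / Medium: DMEM, 2% serum / Compound: single dose, pinned / Incubation: 1 h cell adhesion before compound, then overnight fibronectin incubation / Reagent: Alexa488-FN, 24 nM final / Read-out: inhibition of fibronectin deposition signal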
The depositor's hits bear a star; & = joins results of further samples.

What do the screens show for `COc1cccc(NC(=O)CN(C)C(=O)c2cc(S(=O)(=O)N3CCCCCC3)ccc2OC)c1`?
Statin myotox sup: 6; esBAF inh: 2; CASP6 VEID inh: 3; LGR2 inh: -15; SIRT5 block: -5; S100A4 MyoIIA: 12; FN deposit inh: 4

How did C[C@H](CO)N1C[C@H](C)[C@@H](CN(C)C(=O)NC2CCCCC2)Oc2ccc(NS(=O)(=O)c3ccccc3)cc2C1=O do in these assays?
Statin myotox sup: -6&9; esBAF inh: 4&-5; CASP6 VEID inh: 0&-1; LGR2 inh: 5&-15; SIRT5 block: 1&-4; S100A4 MyoIIA: 4&-4; FN deposit inh: -8

How did Cc1sc2ncnc(N3CCC(C(=O)N(C)CC(=O)Nc4ccccc4Br)CC3)c2c1C do in these assays?
CASP6 VEID inh: -75; LGR2 inh: 8; SIRT5 block: -3; S100A4 MyoIIA: -3; FN deposit inh: -7

Results for CCCCc1nnc(NC(=O)CSc2nc(O)c(Cc3ccccc3)c(=O)[nH]2)s1 ?
Statin myotox sup: 4; esBAF inh: 5; CASP6 VEID inh: 5; LGR2 inh: -27; SIRT5 block: 8; S100A4 MyoIIA: 0; FN deposit inh: -20

How did CCOC(=O)c1[nH]cnc1C(=O)NC1CCCCC1 do in these assays?
Statin myotox sup: -7; esBAF inh: -3; FN deposit inh: 4

How did Cc1ccc(/C=C2/Sc3ccc(C(=O)N4CCN(c5ccccn5)CC4)cc3NC2=O)cc1 do in these assays?
Statin myotox sup: -7; esBAF inh: 3; CASP6 VEID inh: -2; LGR2 inh: -6; SIRT5 block: 3; S100A4 MyoIIA: 0; FN deposit inh: 0

Results for Nc1[nH]n(-c2ccccc2)c(=O)c1N=Nc1ccccc1 ?
Statin myotox sup: 6; esBAF inh: 54*; CASP6 VEID inh: -6; LGR2 inh: -96; SIRT5 block: -5; S100A4 MyoIIA: -2; FN deposit inh: -4

Results for CO[C@@H]1CN(C)C(=O)c2ccc(NS(=O)(=O)c3cn(C)cn3)cc2OC[C@@H](C)N(CC2CC2)C[C@H]1C ?
Statin myotox sup: -12; esBAF inh: -4; CASP6 VEID inh: -4; LGR2 inh: 15; SIRT5 block: 2; S100A4 MyoIIA: 5; FN deposit inh: -2

Results for CN1CCN(c2ccc(C(=O)c3cn(-c4ccc(F)c(Cl)c4)nn3)cc2)CC1 ?
Statin myotox sup: 8; esBAF inh: 15; CASP6 VEID inh: 4; LGR2 inh: -18; SIRT5 block: -1; S100A4 MyoIIA: 6; FN deposit inh: 4

How did Fc1cccc(Cc2c(C3CCCCC3)nc3c4ccccc4ccn23)c1 do in these assays?
CASP6 VEID inh: -1; LGR2 inh: -64; SIRT5 block: 3; S100A4 MyoIIA: -7; FN deposit inh: -21

What do the screens show for `COc1ccccc1OCc1nc(-c2cccc([N+](=O)[O-])c2)no1`?
CASP6 VEID inh: 4; LGR2 inh: -40; SIRT5 block: -1; S100A4 MyoIIA: 2; FN deposit inh: -8

How did NC(=O)CCNC(=O)c1ccc(Cl)cc1 do in these assays?
Statin myotox sup: 8; esBAF inh: 2; FN deposit inh: 5

How did N#Cc1c(NC(=O)CSc2nnc(-c3ccccc3)o2)sc2c1CCCC2 do in these assays?
CASP6 VEID inh: 8; LGR2 inh: -36; SIRT5 block: 1; S100A4 MyoIIA: -3

How did O=C(c1ccccc1F)N1CCC2CC1c1cc(N3CCCCC3)ccc12 (stereo not given) do in these assays?
Statin myotox sup: -7; esBAF inh: -3; CASP6 VEID inh: 1; LGR2 inh: 2; SIRT5 block: 1; S100A4 MyoIIA: -28; FN deposit inh: 5

What do the screens show for `O=C(C[C@@H]1CC[C@@H]2[C@H](COC[C@H](O)CN2CC2CCOCC2)O1)NCc1ccc(Cl)cc1`?
Statin myotox sup: 8; esBAF inh: -5; CASP6 VEID inh: -3; LGR2 inh: 2; SIRT5 block: 1; S100A4 MyoIIA: 22; FN deposit inh: 11

How did Cc1oc(-c2ccccc2F)nc1CS(=O)CC(=O)NC1CCCC1 (stereo not given) do in these assays?
CASP6 VEID inh: -1; LGR2 inh: 2; SIRT5 block: 0; S100A4 MyoIIA: -4; FN deposit inh: -4

What do the screens show for `COc1ccc(NS(=O)(=O)c2ccc(C)c(C(=O)N(C)Cc3ccc(OC)cc3OC)c2)cc1`?
Statin myotox sup: 15; esBAF inh: 11; CASP6 VEID inh: 1; LGR2 inh: 18; SIRT5 block: 2; S100A4 MyoIIA: 0; FN deposit inh: 5

Results for Cn1c(NN)nc2c1c(=O)n(Cc1ccccc1)c(=O)n2C ?
Statin myotox sup: 7; esBAF inh: -8; CASP6 VEID inh: 1; LGR2 inh: -19; SIRT5 block: -2; S100A4 MyoIIA: -2; FN deposit inh: -6

Results for CC(=O)Nc1ccc(NC(=O)C(C)Sc2n[nH]c(-c3ccc(C)cc3)n2)cc1 (stereo not given) ?
Statin myotox sup: -6; esBAF inh: 17; CASP6 VEID inh: 5; LGR2 inh: -6; SIRT5 block: -4; S100A4 MyoIIA: 3; FN deposit inh: 0

How did CC1CC(=O)N(CCc2ccccc2)C(=O)C1 do in these assays?
Statin myotox sup: 2; esBAF inh: 11; CASP6 VEID inh: 0; LGR2 inh: 4; SIRT5 block: -2; S100A4 MyoIIA: 2; FN deposit inh: -4

Results for COc1ccc(S(=O)(=O)N2CCCCN3[C@@H](CO)[C@H](c4ccc(C#CC5CC5)cc4)[C@@H]3C2)cc1 ?
CASP6 VEID inh: 1; LGR2 inh: 10; SIRT5 block: 7; S100A4 MyoIIA: -12

What do the screens show for `COc1ccc(NC(=O)Nc2nnc([C@H]3C[C@H](O)[C@@H](CO)O3)s2)cc1`?
Statin myotox sup: 2; esBAF inh: 0; CASP6 VEID inh: 1; LGR2 inh: -4; S100A4 MyoIIA: 0; FN deposit inh: 1

Results for COc1ccc(-c2cc(=O)c(C(=O)c3ccc(C)cc3)n[nH]2)cc1 ?
CASP6 VEID inh: 2; LGR2 inh: 19; SIRT5 block: -3; S100A4 MyoIIA: -11; FN deposit inh: 1

What do the screens show for `O=C(/C=C/c1cnc2ccccc2n1)NC12CC3CC(CC(C3)C1)C2`?
Statin myotox sup: -13; esBAF inh: -1; LGR2 inh: 34

Results for Cc1cc(C)n(C(=O)CCCn2cc([N+](=O)[O-])cn2)n1 ?
CASP6 VEID inh: -3; LGR2 inh: 19; SIRT5 block: 0; S100A4 MyoIIA: -2

How did CN(C)S(=O)(=O)Nc1ccc2c(c1)Cc1ccccc1-2 do in these assays?
Statin myotox sup: 14; esBAF inh: 40; CASP6 VEID inh: 1; LGR2 inh: -31; SIRT5 block: -5; S100A4 MyoIIA: 2

What do the screens show for `Cc1c(Cl)cccc1NC(=O)CSc1nnc(C)n1-c1ccccc1`?
Statin myotox sup: 4; esBAF inh: -2; FN deposit inh: 1

How did O=C1CNC[C@H]2[C@H](c3ccc(C#CC4CCCCC4)cc3)[C@H](CO)N12 do in these assays?
CASP6 VEID inh: 5; LGR2 inh: 0; SIRT5 block: -2; S100A4 MyoIIA: -13; FN deposit inh: -6

How did Cc1ccccc1CC(=O)Nc1ccc2c(C)cc(=O)oc2c1 do in these assays?
Statin myotox sup: 4; esBAF inh: 4; CASP6 VEID inh: -2; LGR2 inh: 9; SIRT5 block: 0; S100A4 MyoIIA: 0; FN deposit inh: -4

Results for CCOc1cc(Br)c(C(=O)O)cc1OC ?
Statin myotox sup: -7; esBAF inh: 4; FN deposit inh: 2

Three compounds picked at random from the list so far:
How did O=C(c1ccccc1F)N1CCC2CC1c1cc(N3CCCCC3)ccc12 (stereo not given) do in these assays?
Statin myotox sup: -7; esBAF inh: -3; CASP6 VEID inh: 1; LGR2 inh: 2; SIRT5 block: 1; S100A4 MyoIIA: -28; FN deposit inh: 5

How did CCOC(=O)c1[nH]cnc1C(=O)NC1CCCCC1 do in these assays?
Statin myotox sup: -7; esBAF inh: -3; FN deposit inh: 4

Results for CO[C@@H]1CN(C)C(=O)c2ccc(NS(=O)(=O)c3cn(C)cn3)cc2OC[C@@H](C)N(CC2CC2)C[C@H]1C ?
Statin myotox sup: -12; esBAF inh: -4; CASP6 VEID inh: -4; LGR2 inh: 15; SIRT5 block: 2; S100A4 MyoIIA: 5; FN deposit inh: -2

The results go on:
Results for Cc1ccccc1NC(=S)C1=C(O)c2sccc2N(C)S1(=O)=O ?
Statin myotox sup: 12; esBAF inh: 6; FN deposit inh: -5

How did Cc1nn(CC(=O)O)c(C)c1NC(=O)c1cccs1 do in these assays?
Statin myotox sup: 5; esBAF inh: -1; CASP6 VEID inh: 3; LGR2 inh: 2; SIRT5 block: -1; S100A4 MyoIIA: -4; FN deposit inh: 5

Results for O=C(NCCCN1CCC(Cc2ccccc2)CC1)C1CC(=O)N(C2CCCC2)C1 (stereo not given) ?
Statin myotox sup: 17; esBAF inh: -4; CASP6 VEID inh: -2; LGR2 inh: -6; SIRT5 block: 0; S100A4 MyoIIA: -64; FN deposit inh: -3

How did CCn1c(SCC(=O)NC(C)C(C)C)nc2cc(S(=O)(=O)N3CCOCC3)ccc21 (stereo not given) do in these assays?
Statin myotox sup: -2; esBAF inh: 1; CASP6 VEID inh: -40; LGR2 inh: -43; SIRT5 block: 1; S100A4 MyoIIA: -1

Results for Cc1cc(C)c(C#N)c(SCc2cc3c(cc2Cl)OCO3)n1 ?
CASP6 VEID inh: 3; LGR2 inh: -11; SIRT5 block: -2; S100A4 MyoIIA: -17

Results for CN(C(=O)c1nc(-c2ccccc2)n(-c2ccccc2)n1)C1CCS(=O)(=O)C1 (stereo not given) ?
Statin myotox sup: -4; esBAF inh: -3; CASP6 VEID inh: -3; LGR2 inh: -4; SIRT5 block: -3; S100A4 MyoIIA: -4; FN deposit inh: -10

What do the screens show for `COc1cccc(C(=O)NCCS(=O)(=O)NCCc2ccc(OC)c(OC)c2)c1`?
Statin myotox sup: 1; esBAF inh: 3; CASP6 VEID inh: -1; LGR2 inh: -4; SIRT5 block: -4; S100A4 MyoIIA: -5; FN deposit inh: 1

What do the screens show for `CCN(CC)c1ccc(/C=N/Nc2ccc(C)cc2)c(O)c1`?
Statin myotox sup: 4; esBAF inh: 10; CASP6 VEID inh: 0; SIRT5 block: -5; S100A4 MyoIIA: 3; FN deposit inh: -5

What do the screens show for `O=C1c2cccc3c(Cl)ccc(c23)C(=O)N1O`?
Statin myotox sup: 4; esBAF inh: 12; FN deposit inh: 1

Results for CCC(=O)N1CCc2cc(S(=O)(=O)CCC(=O)Nc3ccc(OC)cc3)ccc21 ?
Statin myotox sup: 3; esBAF inh: -2; CASP6 VEID inh: 6; LGR2 inh: -2; SIRT5 block: -2; S100A4 MyoIIA: 0; FN deposit inh: 7

What do the screens show for `CCNC(=O)C[C@H]1CC[C@@H]2[C@H](COc3ccc(NC(=O)c4cscn4)cc3C(=O)N2C)O1`?
Statin myotox sup: 3; esBAF inh: -5; CASP6 VEID inh: -1; LGR2 inh: -1; SIRT5 block: 2; S100A4 MyoIIA: 9; FN deposit inh: -7

What do the screens show for `C[C@H]1CN([C@@H](C)CO)C(=O)c2cccc(NS(=O)(=O)c3ccccc3)c2O[C@H]1CN(C)S(=O)(=O)c1cn(C)cn1`?
Statin myotox sup: 4; esBAF inh: -5; CASP6 VEID inh: 1; LGR2 inh: -3; SIRT5 block: 3; S100A4 MyoIIA: 2

Results for CC(Sc1nnc(C2CC2)n1C)C(=O)Nc1ccc2c(c1)CCC2 (stereo not given) ?
Statin myotox sup: 3; esBAF inh: 0; CASP6 VEID inh: 1; LGR2 inh: -3; SIRT5 block: -2; S100A4 MyoIIA: -1; FN deposit inh: 1

How did C[C@H](CO)N1C[C@H](C)[C@H](CN(C)Cc2ccc3c(c2)OCO3)OCCCC[C@H](C)Oc2ccc(NS(=O)(=O)c3ccc(Cl)cc3)cc2C1=O do in these assays?
esBAF inh: 5; CASP6 VEID inh: -1; LGR2 inh: -5; SIRT5 block: 11; S100A4 MyoIIA: -4; FN deposit inh: 3

How did CC(C)C[C@H](NC(=O)[C@@H]1Cc2c([nH]c3ccccc23)C2c3ccccc3C(=O)N21)C(=O)NCC1CCCO1 (stereo not given in full) do in these assays?
Statin myotox sup: 6; esBAF inh: 2; CASP6 VEID inh: -4; SIRT5 block: -2; S100A4 MyoIIA: -4

Some of the compounds tested, so the mix of outcomes need not match the whole.
